# CCT chaperon mod – modulators of cytosolic chaperonin (CCT/TRiC) activity; 360,000 compounds, 0.3% hits; AID 651819; purified chaperonin ATPase assay, HTRF ADP detection, 30 min; activity change, % (concentration not given with the values), hits read low; in the data active = activity change below about -30%; also: % is scaled to controls: 0 for no effect and ±100 for the full control effect
#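 TRiC at 40 or 20 nM final (batch-dependent) in 30 mM Tris pH 7.4, 100 mM KCl, 5 mM MgCl2, 1 mM DTT, with compound at single 76 uM and 10 uM ATP, 30 min at 37 deg C. ADP detected by HTRF Transcreener, 665/615 ratio.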
# pAkt inh – inhibitors of Akt phosphorylation; Neuro2A IGF-stimulated pAkt S473 HTRF, 20 min; hits give low values; AID 651550; 360,000 compounds, 0.32% hits; activity change, % for hits at 50 µM; in the data active = activity change below about -80%; inconclusive = mostly about -51% to -80%; also: % is scaled to controls: 0 for no effect and ±100 for the full control effect
#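 Neuro2A cells in DMEM with 0.5% FBS, overnight at 37 deg C, given compound at single 50 µM final, then IGF (6 nM final) for 20 min at 37 deg C. Lysed; phospho-Akt Ser473 by HTRF after 24 h, 665/615 ratio.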
# EPAC2 ag – activates human EPAC2 exchange factor; EPAC2 activation, biochemical qHTS; response scale: 100% = 6.5 mM cAMP response; Potency, µM (doses to about 154 µM), for inactives: at the top dose activation, most hits filed as activators; 360,000 compounds, 0.079% hits; also: potency is read from the fitted curve at half-maximal effect; nearly all actives have a fitted effect of over 50% in size
# Target sequence (Q8WZA2 whole entry, looked up): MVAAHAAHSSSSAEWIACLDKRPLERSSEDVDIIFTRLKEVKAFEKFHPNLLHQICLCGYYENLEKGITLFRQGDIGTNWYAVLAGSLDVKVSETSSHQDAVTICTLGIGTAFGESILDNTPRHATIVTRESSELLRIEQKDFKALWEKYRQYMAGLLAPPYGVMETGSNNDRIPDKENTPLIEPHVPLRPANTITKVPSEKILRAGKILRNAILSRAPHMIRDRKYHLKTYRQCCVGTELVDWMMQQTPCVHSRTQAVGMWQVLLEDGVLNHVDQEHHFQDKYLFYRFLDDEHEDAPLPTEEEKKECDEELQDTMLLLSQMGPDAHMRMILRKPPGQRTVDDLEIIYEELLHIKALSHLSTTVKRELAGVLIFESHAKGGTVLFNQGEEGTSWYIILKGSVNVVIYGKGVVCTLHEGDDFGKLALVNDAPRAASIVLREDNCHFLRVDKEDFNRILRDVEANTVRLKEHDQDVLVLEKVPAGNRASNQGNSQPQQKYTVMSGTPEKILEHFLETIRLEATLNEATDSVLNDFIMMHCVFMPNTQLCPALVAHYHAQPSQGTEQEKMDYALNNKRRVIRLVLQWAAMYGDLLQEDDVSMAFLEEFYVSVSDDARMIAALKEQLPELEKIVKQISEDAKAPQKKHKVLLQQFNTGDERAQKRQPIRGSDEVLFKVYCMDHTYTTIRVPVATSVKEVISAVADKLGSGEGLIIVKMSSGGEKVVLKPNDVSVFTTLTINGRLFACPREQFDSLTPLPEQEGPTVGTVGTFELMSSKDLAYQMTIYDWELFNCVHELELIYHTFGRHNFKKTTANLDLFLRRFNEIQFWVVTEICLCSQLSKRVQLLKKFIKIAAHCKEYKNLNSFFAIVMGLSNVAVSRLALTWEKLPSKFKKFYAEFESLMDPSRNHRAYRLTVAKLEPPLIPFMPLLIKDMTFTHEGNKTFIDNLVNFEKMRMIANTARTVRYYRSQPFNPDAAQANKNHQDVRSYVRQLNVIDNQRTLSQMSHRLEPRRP
#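 Each well held 100 nM EPAC2, 250 nM RAP1B-BODIPY-GDP and 50 uM GDP. Fluorescence, read at 5-min intervals to 30 min, was referenced to a 6.5 mM cAMP positive control.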
# Nrf2 activator – Nrf2 pathway activation | Potency, µM (doses to about 46.1 µM), for inactives: at the top dose activation, usual class: activators | AREc32 ARE-luciferase reporter (MCF7-derived line), luminescence, 24 h | 410,000 compounds, 0.31% hits; also: potency is read from the fitted curve at half-maximal effect; % of control where 0% means no effect; nearly all actives have a fitted effect of over 65% in size
#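 Nrf2 activation is followed as ARE-luciferase induction in the AREc32 line after one day of compound treatment; luminescence is read with Steady-Glo.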
# Nrf2 block – inhibitors of Nrf2 signaling; A549 ARE-Fluc reporter, luciferase luminescence, 18-24 h; Potency, µM (doses to about 46 µM), without a hit: at the highest dose activity change, negative = inhibition, most hits filed as inhibitors; 360,000 compounds, 2.1% hits; also: potency is read from the fitted curve at half-maximal effect; % is scaled to controls: 0 for no effect and ±100 for the full control effect; nearly all actives have a fitted effect of over 60% in size
#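 A549 ARE_Fluc cells, 5000/well, 5% FBS OPTI-MEM; compounds in dose-response, 18-24 h at 37 °C/5% CO2; CellTiter-Fluor viability read (Ex 405/Em 525), then BugLite luciferase luminescence = Nrf2 activity.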
# A549 viability – A549 cytotoxicity, counter-screen for Nrf2 inhibitors; A549 ARE-Fluc cells, CellTiter-Fluor viability, 18-24 h; Potency, µM (highest dose often 46 µM), for the others: at the top dose activity change, negative = cytotoxicity, hits mostly inhibitors; 390,000 compounds, 0.16% hits; also: potency is read from the fitted curve at half-maximal effect; % is scaled to controls: 0 for no effect and ±100 for the full control effect
#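 Cytotoxicity counterscreen: CellTiter-Fluor fluorescence was measured in A549 ARE_Fluc cells after 18-24 h of compound exposure in a concentration series. The subsequent BugLite luminescent read reports ARE-luciferase activity.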
# Mm-Cpn inhibitor – blocks the Methanococcus maripaludis chaperonin Mm-Cpn; purified Mm-Cpn ATPase, ADP Transcreener TR-FRET; Potency, µM (highest dose often 76.9 µM), without a hit: at the highest dose activity, negative = inhibition, most hits filed as inhibitors; 330,000 compounds, 0.031% hits; AID 504842; also: potency is read from the fitted curve at half-maximal effect; % is scaled to controls: 0 for no effect and ±100 for the full control effect; nearly all actives have a fitted effect of over 80% in size
#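 TR-FRET (320 nm excitation; 590 and 665 nm emission) reports ADP made from 10 uM ATP by 25 nM enzyme; compounds were preincubated 10 min, reaction run 30 min, both at 37°C.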
# TGFb inhibitor – TGF-b pathway inhibition; HepG2 CAGA-GFP TGF-b/SMAD3 reporter, GFP fluorescence, 18 h; TGF-beta stimulated, 500 pg/mL final; Potency, µM (doses to about 46.1 µM), for inactives: at the highest dose activity, negative = inhibition, hits mostly inhibitors; 410,000 compounds, 1.2% hits; AID 588855; also: potency is read from the fitted curve at half-maximal effect; % is scaled to controls: 0 for no effect and ±100 for the full control effect; nearly all actives have a fitted effect of over 65% in size
#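 First, reporter cells (HEPG2 CAGA-GFP) rested 2 h at 37 degrees C. Next, compounds were pinned in and TGF-beta added to 500 pg/mL final. After 18 h, GFP was imaged per cell and summed per well.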
# EPAC2 antag – EPAC2 (human) antagonism; EPAC2 GEF exchange of Rap1B-BODIPY-GDP, fluorescence; Potency, µM (top dose mostly 114 µM), for inactives: top-dose activity, negative = inhibition, usual class: inhibitors; 360,000 compounds, 0.18% hits; also: potency is read from the fitted curve at half-maximal effect; % is scaled to controls: 0 for no effect and ±100 for the full control effect; nearly all actives have a fitted effect of over 45% in size; many of its hits are not listed in these tables
# * marks the source's active call; other numbers are inactive results; i = inactive; ? = inconclusive; . = no result given; & = joins results of further samples; [ ] = another dose, or the depositor's remark. Unless noted, calls follow the shape of the dose curve; as a rule, active = well fitted curve in the direction sought with a large enough effect; inconclusive = small, poorly fitted or top-dose-only effect, or another doubt; inactive = no such curve, though single readings can be large; an effect the other way counts as inactive or inconclusive.
canonical_smiles	CCT chaperon mod	pAkt inh	EPAC2 ag	Nrf2 activator	Nrf2 block	A549 viability	Mm-Cpn inhibitor	TGFb inhibitor	EPAC2 antag
CC(C)COC(=O)N1CC(O)CC1C(=O)O (stereo not given)	0.3	.	3%	-0.3%	-1%	-7%	0%	-3%	9%
CCCN1CC=C2C(C#N)=C(N)C(C#N)(C#N)C(c3cccc(OC)c3OC)C2C1 (stereo not given)	0.2	i	7%	0.9%	-16%	-11%	-6%	22%	22µM*
NC(=O)c1cc([N+](=O)[O-])ccc1NCc1ccc(N)cc1	-1.2	i	3%	-2.2%	9.2µM*	?	0%	?	-4%
O=C(CCn1c(=O)sc2ccccc21)NC1=NCCS1	-3.1	i	-1%	0.3%	1%	0%	2%	-14%	-1%
Cc1ccc(N2CC(C(=O)NC3CCC(C)CC3)CC2=O)cc1 (stereo not given)	-0.7	i	-2%	-0.4%	-1%	-2%	3%	-1%	5%
O=C(CSC(=S)N1CCOCC1)Nc1nc(-c2ccccc2)c(-c2ccccc2)o1	0.3	i	-10%	3.7%	-30%	.	-2%	-10%	14%
O=S(=O)(NCc1cccnc1)c1ccc(Cl)c(Cl)c1	1.0	i	4%	-1.6%	11%	13%	2%	0%	6%
CCOC(=O)C1=C(COc2ccccc2)NC(=O)NC1c1ccc2ccccc2c1 (stereo not given)	-0.6	i	2%	-2.1%	-13%	-4%	.	?	1%
Cc1nc2ccccc2c(C)c1CC(=O)OC(C)C(=O)NC1(C#N)CCCCC1 (stereo not given)	-0.1	i	2%	0.3%	-3%	-3%	-6%	26%	3%
CCOC(=O)c1ccc(NC(=O)CCCc2nc(-c3ccccc3Cl)no2)cc1	.	.	.	0.7%	-8%	-3%	.	?	.
CC(C)NC(=O)C1CCN(c2nc3ccccc3nc2C(F)(F)F)CC1	.	.	.	-0.8%	-28%	3%	.	-10%	.
COc1ccc(C)cc1NC(=O)c1ccc(NS(=O)(=O)c2cccs2)cc1	0.3	i	14%	-0.4%	0%	6%	2%	23%	-5%
COCCSc1ccccc1C(=O)NCCc1ccccc1	-3.0	i	1%	0.8%	8%	2%	0%	-3%	-5%
O=C(N/N=C/c1cc2c(cc1Br)OCO2)C1COc2ccccc2O1 (stereo not given)	-9.6	i	12%	4.4%	?	1%	-4%	-10%	6%
O=C(CN1CCN(Cc2cccc(F)c2)CC1)Nc1ccccc1F	0.4	i	-1%	-0.1%	9%	13%	-1%	-11%	4%
CCOC(=O)CN1C(=N)N(c2nc(NC(C)C)nc(NC(C)C)n2)CC1=O	0.0	.	7%	-0.4%	2%	-11%	1%	7%	-3%
Cc1ccccc1-n1c(O)cc(=O)[nH]c1=S	-6.1	i	3%	0.4%	0%	-3%	-1%	0%	7%
CS(=O)(=O)N(CCc1ccccc1)CC(=O)NCc1ccco1	-5.3	i	2%	-1.3%	-4%	10%	0%	0%	3%
Cc1ccc(-n2nc(C)c3c(C)cc(=O)n(CC(=O)Nc4ccc(C(C)C)cc4)c32)cc1	.	.	.	-0.1%	?	-3%	.	-7%	.
O=C(Nc1nnc(SCc2c(Cl)cccc2Cl)s1)c1cccc([N+](=O)[O-])c1	0.5	i	1%	-0.1%	?	-2%	-1%	-25%	1%
Oc1ccccc1-c1nnc2n1CCCCC2	0.6	i	-6%	-0.1%	?	8%	0%	7%	-9%
CC1CC1C(=O)Nc1nc(-c2ccc(Cl)s2)cs1 (stereo not given)	1.9	i	3%	5.2%	23µM*	2%	-4%	?	-20%
COCCN(C(=O)c1ccc(C)o1)c1c(N)n(CC(C)C)c(=O)[nH]c1=O	-5.0	i	15%	0.2%	-7%	-10%	1%	7%	11%
COc1ccc(N2CCN(C(=O)c3cn(C)c4ccc(S(=O)(=O)N5CCOCC5)cc4c3=O)CC2)cc1	0.1	.	2%	-0.6%&-0.1%	11%&7%	-7%&1%	0%	-2%&-6%	17%
CCCCNc1ccc(C(F)(F)F)cc1S(=O)(=O)NCCc1ccc(F)cc1	-1.1	i	3%	-1.9%	?	-14%	0%	?	-15%
COc1ccccc1CNC(=O)COC(=O)CNS(=O)(=O)c1ccc(NC(C)=O)cc1	1.5	i	7%	-0.3%	?	11%	2%	28%	-8%
CC1CCN(C(=S)NC(=O)c2ccccc2Br)CC1	-0.5	i	1%	7.8%	12%	-1%	-1%	14%	5%
Cn1cc(S(=O)(=O)N2CCOCC2)cc1C(=O)O	-1.9	i	15%	-0.2%	5%	-8%	1%	0%	2%
CC(=O)NC(C(=O)c1ccccc1)N1CCCCC1 (stereo not given)	-1.9	i	3%	0.1%	-5%	2%	-2%	4%	8%
Cc1ccc(CN2CCN(Cc3cccc(OCCO)c3)CC2CCO)o1 (stereo not given)	-1.7	i	11%	1.4%	2%	7%	0%	0%	7%
O=C(O)CCCSc1nccn1-c1ccccc1	-0.4	i	-11%	0.5%	-22%	-5%	-1%	0%	13%
CN1CCN(S(=O)(=O)c2ccc(Br)c3ccccc23)CC1	-3.7	i	3%	4.5%	-24%	19%	-8%	-12%	?
CCn1cc(/C=C/C(=O)Nc2ccc(C)cc2Br)cn1	-2.2	i	15%	0.3%	-11%	3%	-2%	5%	-4%
CCN=C1NN=C(c2c[nH]c3ccccc23)CS1	-6.4	i	3%	7.1%	?	1%	1%	5%	12%
Cc1cc(O)c(C(C)C)cc1N=C1CSC(=O)N1	-1.0	i	11%	-0.1%	3%	-5%	0%	3%	8%
COc1ccc(OC)c(S(=O)(=O)N2CCC(C(=O)Nc3ccccc3)CC2)c1	0.2	i	7%	-0.6%[9.22 µM]	?	10%	0%	-1%	3%
O=C(O)c1ccccc1C(=O)NC1CCCCNC1=O (stereo not given)	0.0	i	9%	-0.1%	2%	0%	0%	20%	4%
CC1CCc2nn(CC(=O)NCCCN3CCCCC3)cc2C1 (stereo not given)	0.2	i	4%	0.1%	12%	0%	-1%	-1%	-2%
Cc1ccccc1CN(C)Cc1cc(=O)oc2c(C)c(C)ccc12	-0.1	i	1%	1.6%	?	1%	-1%	-9%	-14%
CCc1sc(N(C(=O)Cc2ccccc2)c2ccccc2F)nc1-c1ccc(C)cc1	-1.4	i	7%	-0.7%	-12%	0%	1%	10%	15%
CCc1nnc(NC(=O)COC(=O)CN2C(=O)c3ccccc3C2=O)s1	-1.4	i	0%	-0.8%	.	6%	-2%	-29%	11%
Cc1cnccc1CN(C)Cc1nc(Cc2ccccc2Cl)no1	1.6	i	12%	0.6%	?	0%	-1%	-9%	5%
C=CCNC(=O)c1onc(CSc2ccc(C)c(C)c2)c1C(=O)O	0.8	i	1%	-2.9%	?	2%	1%	-11%	-3%
CCCCOC(=O)C1=C(C)NC2=C(C(=O)CCC2)C1c1cc(OC)ccc1OC (stereo not given)	-0.9	i	4%	-0.4%	-15%	-3%	-1%	-15%	6%
CN(CC/C=C1/c2ccccc2CSc2ccccc21)CCCO	-1.4	i	4%	0.7%	1%	-8%	2%	-4%	3%
Cc1ccc(S(=O)(=O)N2CCN(C(=O)CN3C(=O)c4ccc([N+](=O)[O-])cc4C3=O)CC2)c(C)c1	0.1	i	12%	-0.5%	-1%	2%	1%	0%	4%
CCOC(=O)c1ccc(NC(=O)c2nc(SCc3ccc(F)cc3)ncc2Cl)cc1	.	.	.	0.1%	?	6%	.	-12%	.
CC(=O)c1ccc(Nc2nc(C(N)CC(C)C)cs2)cc1 (stereo not given)	0.2	i	2%	7.2%	.	.	.	-1%	18%
COc1ccccc1CNS(=O)(=O)c1ccc2c(c1)NC(=O)CS2	-2.8	i	2%	0.1%	0%	-3%	4%	-4%	-9%
O=C(Cn1nnc(-c2ccccc2)n1)N/N=C/c1cccc([N+](=O)[O-])c1O	1.8	i	4%	0.2%	-14%	3%	1%	-4%	-8%

# (further entries)
canonical_smiles	CCT chaperon mod	pAkt inh	EPAC2 ag	Nrf2 activator	Nrf2 block	A549 viability	Mm-Cpn inhibitor	TGFb inhibitor	EPAC2 antag
O=C(Cn1cnc2c(cnn2-c2ccccc2)c1=O)N1CCN(c2ccc(F)cc2)CC1	0.3	i	4%	-0.3%	3%	3%	1%	-5%	-5%
CC(=O)Nc1ccccc1NC(=O)c1ccc2c(c1)OCO2	-2.4	i	7%	0.1%	.	.	.	-8%	9%
CCCc1cc(=O)oc2cc(OCC(=O)NCCc3c[nH]c4ccc(OC)cc34)ccc12	-0.1	i	-10%	-0.6%	?	1%	1%	-3%	34%[activator]
O=C1CSC(=S)N1c1cccc(Br)c1	-0.7	i	10%	2.8%	?	-16%	-1%	3%	-5%
O=C(Nc1cccnc1)c1ccc(N2CCOCC2)c([N+](=O)[O-])c1	-3.4	i	13%	-0.1%	3%	-6%	0%	0%	17%
Cc1ccc(C)c(NC(=S)NNC(=O)c2csc3c2CCC(C)C3)c1 (stereo not given)	0.8	i	6%	-0.7%	21µM*	?	1%	?	-6%
COc1ccc(N2C(=O)CSC23C(=O)N(CC(=O)NC2CCCC2)c2ccccc23)cc1 (stereo not given)	1.3	i	3%	-0.6%	-25%	-8%	2%	11%	-2%
CC1(C)CC(=NO)CC(C)(C)N1	-0.6	i	-3%	-0.8%	4%	10%	-1%	0%	1%
CC(=O)Nc1cc2c3c(c1)CCN3C(=O)CC2	1.6	i	2%	5.6%	-4%	9%	-3%	?	0%

# Source: PubChem BioAssay (National Center for Advancing Translational Sciences (NCATS))

# This is a subset (hit frequency here may not be typical).
